# hERG WT inh = KCNH2 (human, wildtype) channel inhibition | Q12809 | activity change, % at 1.84 µM | U2OS, BacMam KCNH2, thallium flux FluxOr; stronger effect = lower value | AID 720551 | actives 0.37% (n = 340,000);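 active means maximum activity change below -70%; inconclusive means maximum activity change between -70% and -50%; inactive means maximum activity change above -50%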
#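 U2OS cells were transduced with wild-type KCNH2 virus (2.03 x 10^8 / mL) for 4 h at room temperature, then cultured overnight at 37 C. Thallium flux was read with FluxOr dye. Rate constants were normalized to DMSO controls.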
# USP2a inh = USP2a (human) protease inhibition. AID 463254. actives 0.01% (n = 330,000). O75604. USP2 core, Ub-CHOP2 coupled fluorogenic reporter, 485/531. Potency, µM (top dose mostly 38.3 µM), inactives show top-dose activity change, negative = inhibition, actives largely listed as inhibitors;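 further: potency means the concentration at half of the fitted maximal effect; plate controls were DMSO wells for no effect and full inhibition by NEM control for full effect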
#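 USP2 core (10nM final) preincubated 30min RT with compound in 20mM Tris-HCl pH 8.0, 2mM CaCl2, 2mM beta-mercaptoethanol, 0.05% CHAPS; 25nM Ub-CHOP2 plus 25nM reporter substrate added, fluorescence (Ex485/Em531) read after 60min.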
# Eya2 phos inh = inhibitors of human Eya2 phosphatase activity | O00167 | recombinant Eya2, OMFP fluorescence dephosphorylation (OMFP is methylfluorescein phosphate) | Potency, µM (highest dose often 76.9 µM), for inactives: at the top dose activity, negative = inhibition, usual class: inhibitors | actives 0.006% (n = 330,000) | AID 488837; further: potency means the concentration at half of the fitted maximal effect
# Target sequence (O00167 whole entry, looked up): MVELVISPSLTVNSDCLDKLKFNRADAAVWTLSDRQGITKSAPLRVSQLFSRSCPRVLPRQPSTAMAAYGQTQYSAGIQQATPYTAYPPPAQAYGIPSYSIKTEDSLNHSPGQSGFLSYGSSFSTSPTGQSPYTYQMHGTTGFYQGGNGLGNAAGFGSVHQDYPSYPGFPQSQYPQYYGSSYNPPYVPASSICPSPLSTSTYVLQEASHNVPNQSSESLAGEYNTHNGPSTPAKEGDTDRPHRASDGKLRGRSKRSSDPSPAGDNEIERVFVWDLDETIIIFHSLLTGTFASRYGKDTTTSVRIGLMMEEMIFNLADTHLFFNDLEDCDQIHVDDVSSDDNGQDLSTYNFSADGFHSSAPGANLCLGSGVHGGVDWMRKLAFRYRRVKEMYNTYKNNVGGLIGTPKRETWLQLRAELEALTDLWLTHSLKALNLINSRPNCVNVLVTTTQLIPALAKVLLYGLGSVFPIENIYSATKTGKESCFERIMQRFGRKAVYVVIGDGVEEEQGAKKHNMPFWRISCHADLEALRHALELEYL
#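 Eya2 protein (added as 0.2 uM solution) was preincubated with compound for 10 min at ambient temperature in 50 mM HEPES pH 7.5, 50 mM NaCl, 5 uM MgCl2, 0.05% BSA, 1 mM DTT. OMFP (added at 50 uM) then reacted 10 min; fluorescence read at 485/525 nm.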
# GALK inh = galactokinase (human) inhibition | Purified GALK, Kinase-Glo residual ATP luminescence | Potency, µM (titrated, usually from 57.5 µM), without a hit: at the highest dose activity change, negative = inhibition, hits mostly inhibitors | actives 0.007% (n = 270,000) | AID 1868; further: potency means the concentration at half of the fitted maximal effect
#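 Compounds were pin-transferred into ATP buffer (35 uM final), then GALK plus galactose (5 nM, 100 uM final) was added. After 1 h at room temperature, Kinase-Glo Plus was added and luminescence read after 10 min.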
# FBPA coupling cs = coupling enzyme interference in Giardia aldolase counter-screen. actives 0.67% (n = 290,000). coupling enzyme system counterscreen, AmpLite Red fluorescence. activity change, negative = inhibition, % at 58.2 µM, hits read low; in the data active means activity change below about -30%
#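 Counterscreen lacking aldolase: glyceraldehyde-3-phosphate coupling-enzyme reagent preincubated 10 min at RT with compound (at 57.5 uM final), then substrate/coupling system with AmpLite Red added; fluorescence read at 525/598 nm after 20 min RT.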
# BCR signal inh = chronic active BCR signaling inhibition; ABC-DLBCL IkBa-CBG/CBR reporter, luminescence ratio, 4 h; Potency, µM (top dose mostly 46.1 µM), for inactives: top-dose ratio change, negative = lower green/red ratio, actives largely listed as inhibitors; actives 0.05% (n = 340,000); AID 493014; active means well fitted inhibition curve with a large enough effect in the signal ratio, with a control signal flat, not every such curve was filed as active; inconclusive means small, poorly fitted or top-dose-only effect, or effect the other way, or a change in a side signal; the % refers to the signal ratio;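 further: potency means the concentration at half of the fitted maximal effect; plate controls were basal doxycycline-induced cells for no effect and cells given 10 µM MG132 for full effect; MG132 reads +100%, hits lower the ratio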
#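 Doxycycline induced both beetle luciferases in TMD8 lymphoma cells; IKK-driven degradation limits the IkappaBalpha-fused green signal, while red luminescence normalises for cell number and nonspecific effects. Compounds tested up to 46 uM, 4 hrs.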
# B2AR arrestin = beta2AR (human) beta-arrestin recruitment activity. P07550. beta-arrestin recruitment to beta2AR, cell-based reporter. Potency, µM (top dose mostly 46.1 µM), without a hit: at the top dose activation, usual class: activators. actives 0.02% (n = 330,000). AID 492947;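 further: potency means the concentration at half of the fitted maximal effect; 0% = DMSO controls and full agonism = EC100 isoproterenol or metaproterenol; nearly all actives have a fitted effect of over 65% in size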
# Giardia kill = Giardia lamblia killing; Giardia lamblia trophozoite viability; activity change, % at 7.66 µM, hits read low; actives 0.15% (n = 340,000); in the data active means activity change below about -80%; inconclusive means between about -30% and that limit;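 further: parasites exposed to compound for two days anaerobically before the ATP read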
#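 Giardia lamblia trophozoites (100 cells/well) were incubated with compounds for 48 h at 37 deg C under anaerobic conditions. Viability was read as ATP content by one-step luminescence after 15-30 min at room temperature.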
# uPA surface inh = blocks generation of uPA at the cell surface | actives 0.31% (n = 330,000) | Potency, µM (doses to about 38.3 µM), for inactives: top-dose activity change, negative = inhibition, actives largely listed as inhibitors | cell surface uPA generation assay, qHTS | AID 540303; active means well fitted inhibition curve with a large enough effect; inconclusive means small, poorly fitted or top-dose-only effect; inactive means no such curve, though single readings can be large or run the other way; tested in mouse RAW 264.7 cells; further: potency means the concentration at half of the fitted maximal effect; nearly all actives have a fitted effect of over 55% in size
# PKM2 activator = PKM2 (human) enzyme activation; P14618; purified PKM2, Kinase-Glo ATP luminescence, activation; response scale: 0% is enzyme alone, no compound; Potency, µM (titrated, usually from 57.5 µM), for inactives: top-dose activation, usual class: activators; actives 0.34% (n = 260,000); further: potency means the concentration at half of the fitted maximal effect; nearly all actives have a fitted effect of over 55% in size
# Target sequence (P14618 whole entry, looked up): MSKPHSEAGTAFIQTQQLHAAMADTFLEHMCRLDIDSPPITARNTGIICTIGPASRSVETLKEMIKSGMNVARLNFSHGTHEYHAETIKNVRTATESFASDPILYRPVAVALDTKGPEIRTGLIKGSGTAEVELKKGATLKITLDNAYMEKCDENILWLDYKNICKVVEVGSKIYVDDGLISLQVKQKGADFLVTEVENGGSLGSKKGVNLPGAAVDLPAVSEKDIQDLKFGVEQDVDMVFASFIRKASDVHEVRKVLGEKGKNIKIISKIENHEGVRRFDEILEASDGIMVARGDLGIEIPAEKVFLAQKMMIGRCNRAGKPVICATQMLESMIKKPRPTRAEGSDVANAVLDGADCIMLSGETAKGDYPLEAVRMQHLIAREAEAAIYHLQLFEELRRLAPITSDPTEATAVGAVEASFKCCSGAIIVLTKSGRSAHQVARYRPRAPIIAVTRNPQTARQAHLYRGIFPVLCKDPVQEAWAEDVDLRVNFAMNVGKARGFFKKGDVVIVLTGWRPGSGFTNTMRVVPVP
#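 Purified hPK-M2 (>95%) run at intermediate activity with 0.1 mM ADP and 0.5 mM PEP in 50 mM imidazole pH 7.2, KCl, MgCl2; 1 h room temperature. ATP formed read by Kinase-Glo luminescence; normalized to uninhibited and no-enzyme controls.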
# KCNH2 3.1 block = blocks the human KCNH2 3.1 channel isoform; U2OS KCNH2 3.1, thallium flux FluxOr; stronger effect = lower value; activity change, % (tested at about 1.8 µM); actives 0.95% (n = 340,000); AID 720553;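 active means maximum activity change below -70%; inconclusive means maximum activity change from -70% to -50%; inactive means maximum activity change above -50%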;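 further: thallium influx rate constant from kinetic fluorescence after stimulation buffer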
#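 U2OS cells transduced with KCNH2 3.1 mutant virus (1.77 x 10^8 /mL, 4 h), plated overnight at 37 C, loaded 45 min with FluxOr dye plus Red40 quencher. Thallium flux rate constant from kinetic reads after stimulation buffer, normalised to controls.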
# Active calls of the source: *; ? = inconclusive; nt = not tested or not shown; & = joins results of further samples; [ ] = another dose, or the depositor's remark. Unless noted, the call rests on the fitted dose curve; in most records, active means well fitted curve in the direction sought with a large enough effect; inconclusive means small, poorly fitted or top-dose-only effect, or another doubt; inactive means no such curve, though single readings can be large; an effect the other way counts as inactive or inconclusive. Unless noted, on the % scale 0 is the no-effect control and ±100 the full control effect. These rows are one share of the data. The share of hits here may be higher or lower than overall.
smiles,hERG WT inh,USP2a inh,Eya2 phos inh,GALK inh,FBPA coupling cs,BCR signal inh,B2AR arrestin,Giardia kill,uPA surface inh,PKM2 activator,KCNH2 3.1 block
O=C(CN1C(=O)COc2ccccc21)N1CCC2(CC1)OCCO2,8,1%,5%,-1%,2,5%,0.2%,?,5%,-11%,-3
COc1ccc(Br)cc1CN1CCN(C(=O)Cc2ccccc2)CC1,3,3%,6%,0%,3,4%,-0.2%,-3,3%,0%,13
CN1CCc2c([nH]c3ccccc23)C1,-17,3%,-1%,-2%,1,-1%,0.5%,8,5%,0%,-2
CCc1cccc(CC)c1NC(=S)N1CC2CC(C1)c1cccc(=O)n1C2 (centres undefined),8,4%,15%,2%,1,1%,-0.4%,-7,-8%,-4%,-4
O=c1oc2cccnc2n1CCS(=O)(=O)c1ccc(F)cc1,4,3%,-4%,4%,0,?,-0.9%,-11,-1%,-1%,17
O=C1NC(=O)N(Cc2ccco2)C(=O)/C1=C/C=C/c1ccco1,-1,?,0%,-2%,-1,0%,-0.6%,-9,-14%,-11%,25
CC(Cc1ccccc1)NCC(=O)Nc1cc(N(C)C)nc2ccccc12 (centres undefined),2,-2%,2%,3%,0,1%,0.2%,20,-7%,0%,-100*
C[C@]12CC[C@H](OS(=O)(=O)O)CC1=CC[C@@H]1[C@@H]2CC[C@]2(C)C(=O)CC[C@@H]12,11&-14&12,3%&1%,6%&5%,nt,nt,-5%&2%,0.1%&-0.8%,-3&-21&11,-1%&9%&4%,nt,8&10&6
CCOC(=O)Cn1c(=O)oc2cc(S(=O)(=O)NC3CCCc4ccccc43)ccc21 (centres undefined),9,-1%,-4%,3%,2,?,0.4%,31[activator],1%,-7%,3
CN(C)CP(=O)(Nc1ccccc1)N(C)C (centres undefined),0,-1%,-3%,0%,0,2%,0.3%,-5,-3%,-1%,2
COC(=O)[C@@H](N)CCCN=C(N)N[N+](=O)[O-],16,-2%,2%&20%,3%,-1&-6&3,?,-0.2%,-1,7%,-16%,4
Cc1onc(-c2c(Cl)cccc2Cl)c1C(=O)Nc1ccc2c(C(F)(F)F)cc(=O)oc2c1,-5,1%,13%,0%,8,1%,-0.4%,76[activator],-15%,-2%,13
COc1cccc(C(=O)NNC(=O)C2CC(C)=C(C)CC2C(=O)O)c1 (centres undefined),3,7%,0%,-5%,-3,?,0.1%,-11,14%,4%,-2
CCCCN(Cc1ccccc1)C1CCN(CCc2ccccc2)CC1,-10,-1%,-8%,-1%,0,4%,0.2%,-11,2%,3%,-49
O=C1N(c2ccccc2)C(c2cccnc2)N2CCCN12 (centres undefined),-7,1%,-16%,1%,4,5%,-0.2%,-3,-1%,-4%,-1
COC(=O)C(O)(c1ccc(N(C)C(=O)c2cccs2)cc1)C(F)(F)F (centres undefined),3,-1%,-1%,0%,0,?,-0.5%,-8,-6%,1%,3
C=CCn1c(O)c(/C=N/N2CCOCC2)c(=O)[nH]c1=S,nt,5%,4%,0%,3,2%,-0.5%,29,8%,-1%,-10
CCCOc1ccc(Cn2c(=O)oc3ccc(C)cc32)cc1,10,1%,-20%,-7%,nt,?,-0.1%,35[activator],2%,nt,-35
C=CCn1c(O)c(C(CC)=Nc2ccccc2NC(C)=O)c(=O)[nH]c1=O,-10,1%,0%,0%,-1,5%,-0.3%,-15,-8%,2%,-17
O=C(c1ccc(Cl)cc1)C1CCCN(Cc2ccc3ncccc3c2)C1 (centres undefined),42,-7%,-5%,6%,-3,1%,0.0%,14,-3%,11%,-14
O=C(Nc1cccc(OC(=O)N2CCCCC2)c1)N1CCCCC1,1,1%,-8%,1%,2,?,3.3%,-7,3%,1%,7
CN1C(=O)NC(=O)/C(=C\c2ccc([N+](=O)[O-])o2)C1=O,0,6%,15%,1%,-19,7%,-1.1%,?,-1%,-14%,-10
O=C(Cn1c(=O)n(CC2CS2)c2ccccc21)N1CCCCC1 (centres undefined),3,2%,-20%,1%,1,0%,-0.8%,33[activator],-1%,-4%,20
CC(=O)NC(=O)NC(C)Cc1ccccc1 (centres undefined),-39,-8%,10%,-1%,3,-3%,-0.3%,0,4%,-5%,-19
Cc1nn(-c2ccccc2)c2c1C(c1ccc3c(c1)OCO3)SCC(=O)N2 (centres undefined),11,0%,14%,1%,-1,?,-0.5%,5,8%,-5%,14
CC(C)N1CCN(Cc2cccc([N+](=O)[O-])c2)CC1,0,-4%,-15%,-2%,-2,14%,-0.2%,2,-1%,4%,3
O=P1(Nc2ccc(F)cc2)COc2ccccc2OC1,-6,-2%,3%,0%,1,?,-0.5%,-3,0%,-2%,-8
O=[N+]([O-])c1cc(Cl)c(Cl)cc1Cl,9,0%,6%,nt,nt,0%,0.3%,?,21%,nt,23
CCCCCC(=O)Nc1cccc(C2=NOC3(C2)C[C@H](C(N)=O)N(C(=O)COc2ccc(Cl)cc2)C3)c1 (some centres undefined),1,4%,-9%,4%,1,?,-0.7%,?,?,-8%,-31
Cc1ccc2nsnc2c1-n1c(C)nc2ccccc2c1=O,-9,-1%,10%,3%,0,-1%,-1.2%,-7,nt,-5%,9
COC(=O)C1=C(C(=O)OC)[C@@H]2N(Cc3ccccc3)c3ccccc3[C@@]23C[C@@H](C(=O)OC)N(C(=O)c2cccs2)C3=N1,6,-1%,6%,-2%,-3&-4,?,-1.1%,6,?,0%[11.5 µM],-14
COCc1ccc(CN2CCCC(C(=O)c3sccc3C)C2)o1 (centres undefined),7,0%,-2%,2%,1,-11%,0.3%,40[activator],6%,-30%,-5
CC(C)c1ccccc1OCC(=O)N1CCCN(C)CC1,-2,2%,-1%,-3%,4,1%,0.2%,-3,-4%,-5%,12
C=C1C/C(=C/C)C(=O)O[C@@H]2CCN3CC=C(COC(=O)[C@]1(C)O)[C@H]23,-7,6%,-2%,-1%,-2,8%,0.3%,0,-7%,-1%,12
CCCCC(=O)N1CCCC(c2nc(-c3cccc(OC)c3)no2)C1 (centres undefined),-4,-1%,-7%,-3%,5,?,?,36[activator],?,-1%,-12

# In another format: entries from further up.
> CCCCCC(=O)Nc1cccc(C2=NOC3(C2)C[C@H](C(N)=O)N(C(=O)COc2ccc(Cl)cc2)C3)c1 (some centres undefined)
  hERG WT inh: 1
  USP2a inh: 4%
  Eya2 phos inh: -9%
  GALK inh: 4%
  FBPA coupling cs: 1
  BCR signal inh: ?
  B2AR arrestin: -0.7%
  Giardia kill: ?
  uPA surface inh: ?
  PKM2 activator: -8%
  KCNH2 3.1 block: -31

> Cc1ccc2nsnc2c1-n1c(C)nc2ccccc2c1=O
  hERG WT inh: -9
  USP2a inh: -1%
  Eya2 phos inh: 10%
  GALK inh: 3%
  FBPA coupling cs: 0
  BCR signal inh: -1%
  B2AR arrestin: -1.2%
  Giardia kill: -7
  uPA surface inh: nt
  PKM2 activator: -5%
  KCNH2 3.1 block: 9

> COC(=O)C1=C(C(=O)OC)[C@@H]2N(Cc3ccccc3)c3ccccc3[C@@]23C[C@@H](C(=O)OC)N(C(=O)c2cccs2)C3=N1
  hERG WT inh: 6
  USP2a inh: -1%
  Eya2 phos inh: 6%
  GALK inh: -2%
  FBPA coupling cs: -3&-4
  BCR signal inh: ?
  B2AR arrestin: -1.1%
  Giardia kill: 6
  uPA surface inh: ?
  PKM2 activator: 0%[11.5 µM]
  KCNH2 3.1 block: -14

> COCc1ccc(CN2CCCC(C(=O)c3sccc3C)C2)o1 (centres undefined)
  hERG WT inh: 7
  USP2a inh: 0%
  Eya2 phos inh: -2%
  GALK inh: 2%
  FBPA coupling cs: 1
  BCR signal inh: -11%
  B2AR arrestin: 0.3%
  Giardia kill: 40[activator]
  uPA surface inh: 6%
  PKM2 activator: -30%
  KCNH2 3.1 block: -5

# Compound profiles, from the list above. Values in the order: hERG WT inh	USP2a inh	Eya2 phos inh	GALK inh	FBPA coupling cs	BCR signal inh	B2AR arrestin	Giardia kill	uPA surface inh	PKM2 activator	KCNH2 3.1 block
# `O=P1(Nc2ccc(F)cc2)COc2ccccc2OC1` is listed with -6	-2%	3%	0%	1	?	-0.5%	-3	0%	-2%	-8
# `CCCCCC(=O)Nc1cccc(C2=NOC3(C2)C[C@H](C(N)=O)N(C(=O)COc2ccc(Cl)cc2)C3)c1` (some centres undefined) is listed with 1	4%	-9%	4%	1	?	-0.7%	?	?	-8%	-31
# `CCCCC(=O)N1CCCC(c2nc(-c3cccc(OC)c3)no2)C1` (centres undefined) is listed with -4	-1%	-7%	-3%	5	?	?	36[activator]	?	-1%	-12
